High-throughput results (PubChem BioAssay)
S3 lipid droplet: qHTS Assay for Lipid Storage Modulators in Drosophila S3 Cells; Drosophila S3 cells, BODIPY lipid droplet fluorescence, 18-24 h; cells fed with added oleic acid; Potency in µM for hits, for the others lipid storage change, negative = inhibition, % at the top dose, mostly 46.1 µM; 320,000 compounds, 0.64% hits; AID 2685; active means well fitted inhibition curve with a large enough effect in the signal ratio, with a control signal flat, not every such curve was filed as active; inconclusive means small, poorly fitted or top-dose-only effect, or effect the other way, or a change in a side signal; the % refers to the signal ratio
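Drosophila S3 cells got compounds at several concentrations plus oleic acid (400 uM solution). Laser-scanning cytometry with 488 nm excitation read lipid droplets at 500-530 nm and cells at 575-640 nm. Percent activity was relative to 20 uM Triacsin C.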
S3 lipid droplet cell count max: also measured in S3 lipid droplet; calls as there; cell number change, %; measured here: cell count max response;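 cells counted by Cell Tracker Red CMTPX staining in the red channel; peak over a dose series mostly up to 46.1 µM; percent activity relative to internal control wells on each plate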
* = called active by the depositor; i = inactive; ? = inconclusive; nt = not tested or not shown. On the % scale 0 is the no-effect control and ±100 the full control effect; potency means the concentration at half of the fitted maximal effect.

Compound	S3 lipid droplet	S3 lipid droplet cell count max
CCN(CC)c1ccc(N2C(=O)CSC2=S)cc1	6%	3
Cc1ccccc1OCC(=O)N/N=C/C=C/c1ccccc1	3%	-6
CCCC12CN(C(=O)c3ccc([N+](=O)[O-])cc3)CC(C)(CN(C(=O)c3ccc([N+](=O)[O-])cc3)C1)C2=O	7%	-7
O=S(=O)(c1ccc(OCc2ccc(Br)cc2)cc1)N1CCOCC1	11%	-11
Cc1ccc(C(=O)n2ncn(C)c2=S)cc1	?	nt
COc1ccc(CN2C3CCCC2CC(NC(=O)c2cccc(F)c2)C3)cc1 (centres undefined)	22%	-3
O=C(NC1CCSC1=O)c1cccc(C(=O)NC2CCSC2=O)c1 (centres undefined)	?	nt
Cc1[nH]c2ccccc2c1C(=O)CSc1nnc(C2CC2)o1	20%	-11

(continued)
Compound	S3 lipid droplet	S3 lipid droplet cell count max
CNc1nc(NN)nc(Nc2ccccc2)n1	19%	5
NC(=O)CSc1cn(Cc2cccc(F)c2)c2ccccc12	?	nt
COc1ccc(/C=C(\C#N)c2nc3ccccc3[nH]2)cc1O	?	nt
CN1C=CC=C/C1=C1\SC(=S)N(CC(=O)O)C1=O	?	nt
O=C(NCc1ccccn1)c1cccc(S(=O)(=O)NCc2ccccc2)c1	i	nt
CN(C)c1ccc(/C=N/N(CCC#N)C2=NS(=O)(=O)c3ccccc32)cc1	-1%	19
CCOc1ccc(CN2CCN(CC3CC3)CC2CCO)cc1 (centres undefined)	1%	6
O=c1oc2ccccc2n1Cc1cccc(Cl)c1	?	nt

(listing goes on)
Compound	S3 lipid droplet	S3 lipid droplet cell count max
O=C(NCc1ccncc1)c1cc(F)c(F)cc1Cl	12%	9
O=C(Nc1cccc(N2C(=O)C3CCCCC3C2=O)c1)c1ccccc1 (centres undefined)	-29%	5
COc1ccc(-n2nc3c(c2NC(=O)C(C)C)CSC3)cc1	?	nt
CCC(C)NC(=O)/C(=C/c1ccco1)c1ccccc1 (centres undefined)	?	nt
O=C(OCC(=O)N1CCCC1=O)c1nc(Cl)ccc1Cl	?	nt
CCOc1ccc(-n2ccnc2SCC(=O)Nc2cc(C)on2)cc1	14%	8
CCCCn1c(/N=C/c2ccccc2NS(=O)(=O)c2ccc(C)cc2)nc2ccccc21	-16%	-20
O=C1c2ccccc2C(=O)C1Cc1cccc2ccccc12	?	nt

(cont.)
Compound	S3 lipid droplet	S3 lipid droplet cell count max
CCn1c(=N)c(S(=O)(=O)c2ccc(Cl)cc2)cc2c(=O)n3ccccc3nc21	9%	-2
CC(OC(=O)Cc1c(F)cccc1Cl)C(=O)NC1CCCCC1C (centres undefined)	16µM*	-24*
CC(C)Nc1nc(SCC(N)=O)nc(N2CCOCC2)n1	?	nt
CCc1nn(CC(=O)NCCc2ccc(S(N)(=O)=O)cc2)c(=O)c2cc3sccc3n12	i	nt
Cc1cc(C)c2[nH]c(=O)c(CN(Cc3nnnn3C3CCCC3)C3CCCCC3)cc2c1	10%	3
O=C(OCc1nnc(-c2ccccc2)o1)c1cc(Cl)ccc1[N+](=O)[O-]	?	nt
COc1ccccc1N=Nc1c(C)noc1C	-5%	0
CC(C)NC(=O)c1ccc(N(Cc2ccccc2)S(C)(=O)=O)cc1	0%	-12

The listing continues:
Compound	S3 lipid droplet	S3 lipid droplet cell count max
CCCCn1c(CNC(=O)C23CC4CC(CC(C4)C2)C3)nnc1SC(C)CC (centres undefined)	?	nt
CC(C)[C@H](NC(=O)[C@@H]1CSC2c3ccccc3C(=O)N21)C(=O)NC1CCCC1 (some centres undefined)	?	nt
O=C(Nc1cccc2ccccc12)OC1C=CS(=O)(=O)C1 (centres undefined)	5%	5
COc1cc(C2CC(=O)OC3=C2C(=O)CC(C)(C)C3)cc(OC)c1OC (centres undefined)	?	nt
CC1CC(C)CN(C(=O)c2cc3c(s2)CCC3)C1 (centres undefined)	0%	-7
CCOC(=O)CSc1ccc2nnc(CCNS(=O)(=O)c3ccc(C)cc3)n2n1	1%	6
CC(C)C(NC(=O)c1ccccc1F)C(=O)Nc1ccc2c(c1)OCO2 (centres undefined)	?	nt
CCn1cc(-c2ccccc2)c(C(=O)O)c1-c1ccc(OC)cc1	?	nt

Continued.
Compound	S3 lipid droplet	S3 lipid droplet cell count max
CCOC(=O)/C(C(=O)Nc1ccc(Br)cc1)=C1/NC(C)(C)Cc2ccccc21	10%	-21
CC(Oc1ccc(Cl)cc1)C(=O)Nc1ccc(S(=O)(=O)N2CCOCC2)cc1 (centres undefined)	?	nt
CC(C)OC(=O)c1c(NC(=O)CCn2nnc3ccccc32)sc2c1CCCC2	?	nt
CNc1ccc(S(=O)(=O)NC)cc1[N+](=O)[O-]	i	nt
COC(=O)c1ccc(CN2CCN(CCC(C)C)C(CCO)C2)cc1 (centres undefined)	?	nt
CC(C)Cn1c(=O)c2c(c3ccccc31)OC(C)C(=O)N2 (centres undefined)	9%	13
O=CN(Cc1ccco1)C1(C(=O)NC2CCCCC2)CCCCC1	?	nt
O=c1[nH]c(-[n+]2ccc3ccccc3c2)c(/C=N/N=C(\[O-])c2ccccc2)s1	i	18

Further compounds follow:
Compound	S3 lipid droplet	S3 lipid droplet cell count max
Cn1c(SCC(=O)N/N=C/C=C\c2ccccc2[N+](=O)[O-])nc2ccccc21	14%	4
CC1CCN(c2cc(N3CCC(C)CC3)c([N+](=O)[O-])cc2/C=C(\C#N)c2nn(-c3ccccc3)c(N)c2C#N)CC1	i	26
CC(=O)NC1(C(F)(F)F)NC(=O)N(CC(C)C)C1=O (centres undefined)	?	nt
COc1ccc(/C=N/OCC(=O)Nn2c(C)nc3ccccc3c2=O)cc1	14%	7
COc1ccc(NC(=S)N2CCN(S(=O)(=O)c3ccc(OC)cc3)CC2)cc1	?	nt
O=C(O)c1cc(-c2ccccc2)n[nH]1	9%	-7
O=C(C1CCN(CCCc2ccccc2)CC1)N1CCCCC1	?	nt
COCCN1C(=O)c2ccc(C(=O)NCc3cccnc3)cc2C1=O	?	nt

More structures follow.
Compound	S3 lipid droplet	S3 lipid droplet cell count max
Cc1cc(N2CCN(C(=O)Nc3ccc(F)cc3F)CC2)c2ccccc2n1	7%	-9
CCOc1ccc(-c2cc(C(=O)N3CCCC3)c3ccccc3n2)cc1	?	nt
CC1CCN(S(=O)(=O)c2cc(C(=O)NC3(C)CCS(=O)(=O)C3)ccc2Br)CC1 (centres undefined)	3%	2
O=C(CNC(=O)c1cccc(-n2cnnn2)c1)Nc1ccc(F)c(F)c1	5%	0
CCN(CC)c1ccc(C=C2C(=O)OC3(CCCCC3)OC2=O)cc1	?	nt
COc1cc(O)c2c(c1)OC(C)(C)CC2=O	?	nt
O=C1CC(C(=O)N2CCOCC2)C2(CCCC2)O1 (centres undefined)	?	nt
Cc1cc(N/N=C/c2ccc(N(C)C)cc2)c2ccccc2n1	-11%	2

Complete entries from above. Values in the order: S3 lipid droplet	S3 lipid droplet cell count max
Cc1cc(N2CCN(C(=O)Nc3ccc(F)cc3F)CC2)c2ccccc2n1 in the list: 7%	-9
O=C1CC(C(=O)N2CCOCC2)C2(CCCC2)O1 (centres undefined) in the list: ?	nt
O=C(CNC(=O)c1cccc(-n2cnnn2)c1)Nc1ccc(F)c(F)c1 in the list: 5%	0
Cc1cc(N/N=C/c2ccc(N(C)C)cc2)c2ccccc2n1 in the list: -11%	2
CCOc1ccc(-c2cc(C(=O)N3CCCC3)c3ccccc3n2)cc1 in the list: ?	nt

Continuation:
Compound	S3 lipid droplet	S3 lipid droplet cell count max
COc1ccc(-n2nnnc2SCC(=O)Nc2cccc(C)n2)cc1OC	?	nt
CCN(CC)C(=S)NC(=O)c1ccc(OC)c(Br)c1	?	nt
Oc1ccc(C2=NN(c3ccccc3)C(c3ccc(F)cc3)C2)cc1 (centres undefined)	?	nt
COC(=O)[C@H](CC(C)C)NS(=O)(=O)N[C@@H](CC(C)C)C(=O)OC	7%	3
CCN(CC)S(=O)(=O)c1ccc(S(=O)(=O)Nc2cc3c(cc2C(C)=O)OCO3)cc1	16%	-17
COc1cccc(CNCCN2CCOCC2)c1OC	?	nt
CC(=O)c1cccc(S(=O)(=O)NCC(C)(C)N2CCOCC2)c1	?	nt
COc1ccc(N2CCN(C(=O)c3ccc(Cl)c(S(=O)(=O)N4CCCC4)c3)CC2)cc1	?	nt

Additional results:
Compound	S3 lipid droplet	S3 lipid droplet cell count max
COc1ccc(Cl)cc1Nc1nc(-c2sc(NC(=O)CC(C)C)nc2C)cs1	?	nt
O=C(O)CCS(=O)(=O)c1ccc(-c2ccccc2)cc1	14%	4
CC(C)(C)c1ccc(C(=O)Nc2ccccc2Cl)cc1	?	nt
Cc1nonc1OC(C)CNc1ccc([N+](=O)[O-])cc1 (centres undefined)	?	nt
CCCc1cc2c(cc1NC(=O)c1ccc(Br)cc1)OCO2	-27%	-17
CC(C)(CCl)C(=O)Nc1ccc(OC(F)(F)F)cc1	3%	nt
CSCCC(NC(=O)c1ccc(Cl)cc1)C(=O)OCC(=O)NCc1ccco1 (centres undefined)	?	nt
CN(CCO)S(=O)(=O)c1ccc2c(c1)C(=NNC(N)=O)c1cc(S(=O)(=O)N(C)CCO)ccc1-2	-4%	14

Fetched one by one from the entries so far (two):
Compound	S3 lipid droplet	S3 lipid droplet cell count max
O=C(O)CCS(=O)(=O)c1ccc(-c2ccccc2)cc1	14%	4
CC(C)(C)c1ccc(C(=O)Nc2ccccc2Cl)cc1	?	nt

Carrying on.
Compound	S3 lipid droplet	S3 lipid droplet cell count max
S=C(Nc1ccccc1)N1CCCCCC1	-4%	-2
CC1CCN(C(=O)Cn2c(=O)n(-c3ccc(F)cc3)c(=O)c3sccc32)CC1	3%	10
COC(=O)c1ccc(C)c(NC(=O)c2c(-c3ccccc3)noc2C)c1	i	-7
COc1cc2c(cc1NC(=O)COc1ccc3ccccc3c1)oc1ccccc12	i	nt
CCN(CC)S(=O)(=O)c1cccc(C(=O)N/N=C/c2ccccc2OCC(=O)O)c1	?	nt
Cc1onc(-c2ccccc2)c1C(=O)Nc1nnc(C(C)C)s1	?	nt
O=C(CCSc1ccccc1)Nc1ccc(OCc2ccccc2)cc1	-2%	-5
CCN(CC(=O)NCc1ccc(F)cc1)CC(=O)Nc1ccc(S(=O)(=O)N2CCCC2)cc1	?	nt

Next results:
Compound	S3 lipid droplet	S3 lipid droplet cell count max
O=c1c(Cc2ccc(Cl)cc2Cl)c(O)ccn1Cc1ccncc1	-10%	-1
O=C(CNS(=O)(=O)c1ccc(F)c(Cl)c1)NCCc1ccccc1	?	nt
Cc1ccc2c(c1)NCC(C(=O)NC1CCCCC1)O2 (centres undefined)	?	nt
Cc1ccc(-n2nc3c(Cl)nnc(C)c3c2C)cc1	-3%	3
CC(=O)c1cccc(NC(=S)NCc2ccccc2)c1	?	nt
O=C(CSc1ncccn1)Nc1ccccc1	i	18
CC(C)(C)Nc1nc2ccc([N+](=O)[O-])cc2o1	-13%	4
CCS(=O)(=O)NCc1csc(-c2ccccc2)n1	?	nt

Following part:
Compound	S3 lipid droplet	S3 lipid droplet cell count max
O=C(CSc1nnc(COc2ccc(Cl)cc2)o1)N1CCCCC1	-10%	-13
CCCc1ccc(NC(=O)C2CCCN(c3cnccn3)C2)cc1 (centres undefined)	?	nt
COc1cccc(N(CC(=O)NCCSCc2ccc(C)cc2)S(C)(=O)=O)c1	?	nt
Fc1ccc(NC2=NCCCCC2)cc1	?	nt
CC(C)N1CCc2c(sc(NC(=O)c3ccc([N+](=O)[O-])o3)c2C(N)=O)C1	?	nt
C=CCNc1nnc(Sc2ncccc2[N+](=O)[O-])s1	i	nt
O=C(Nc1ccon1)c1cccc(S(=O)(=O)N2CCCCC2)c1	0%	27
S=C(NC1CCCCCC1)NC1CCCC1	?	nt

(next part)
Compound	S3 lipid droplet	S3 lipid droplet cell count max
O=C(OC1CCCCC1)c1ccc2c(c1)C1C=CCC1C(C(=O)O)N2 (centres undefined)	3%	-14
COc1ccc(-n2ncc3c2CC(C)(C)CC3NC(=O)c2cn[nH]c2)cc1 (centres undefined)	?	nt
CCNC(=O)CSc1nnc(-c2cccc(S(=O)(=O)N(CC)CC)c2)n1CCc1ccccc1	9%	-4
O=C(Nc1nsc(-c2ccccc2)n1)c1ccc(F)cc1	2%	2
COc1ccc(C2CC(c3cc(Br)ccc3F)n3nnnc3N2)cc1 (centres undefined)	?	nt
O=C(O)c1cccc(NC(=O)c2ccc(S(=O)(=O)c3ccccc3)cc2)c1	?	nt
CN(C)CCn1c2c(c(SCC(=O)Nc3cccc4ccccc34)nc1=O)CCC2	3%	7
C=CCn1c(=NC(=O)CN2C(=O)CCC2=O)sc2cccc(OC)c21	i	nt

The results go on:
Compound	S3 lipid droplet	S3 lipid droplet cell count max
CCC(O)CC(C(=O)NNc1ccccc1)C(=O)NNc1ccccc1 (centres undefined)	?	nt
Cc1ccccc1/[N+]([O-])=C/c1ccncc1	i	1
Cc1cc(C)c2c(c1)-c1c(ssc1=S)C(C)(C)N2C(=O)CN1C(=O)c2ccccc2C1=O	?	nt
CN(c1ccccc1)S(=O)(=O)c1cccc(C(=O)NC2CC(C)(C)NC(C)(C)C2)c1	?	nt
C=C(C)C1CC=C(CN2CCN(Cc3ccccc3)CC2)CC1 (centres undefined)	12%	-13

Structures above that have a furan ring, fused or not, in the order listed:
Compound	S3 lipid droplet	S3 lipid droplet cell count max
CCC(C)NC(=O)/C(=C/c1ccco1)c1ccccc1 (centres undefined)	?	nt
O=CN(Cc1ccco1)C1(C(=O)NC2CCCCC2)CCCCC1	?	nt
CSCCC(NC(=O)c1ccc(Cl)cc1)C(=O)OCC(=O)NCc1ccco1 (centres undefined)	?	nt
COc1cc2c(cc1NC(=O)COc1ccc3ccccc3c1)oc1ccccc12	i	nt
CC(C)N1CCc2c(sc(NC(=O)c3ccc([N+](=O)[O-])o3)c2C(N)=O)C1	?	nt

These rows are one share of the data; rates above refer to the full screens.
